G6PDH CS = counter-screen for G6PDH assay hits: L. mesenteroides G6PDH inhibition | inhibition, % at 5 µM | Purified L. mesenteroides G6PDH, diaphorase/resazurin coupled fluorescence, 45 min | AID 1020 | actives 0.12% (n = 200,000); in the data active = inhibition above about 50%
STAT1 act = activators of IFN-gamma induced STAT1 signaling | NIH 3T3 STAT1-luciferase reporter, luminescence; 100% = IFN-gamma alone, no compound | activation (% of control), % at 5.5 µM | actives 2.6% (n = 200,000);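 active = activation above the screen-wide mean activation plus 3 SD, cut at about 130% in these data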;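 note: raw ratio to IFN-gamma control signal so 100% means no change and 0% no light; values of inactives mirror those of a sister screen read the other way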
APP transl inh = APP translation inhibition. SH-SY5Y APP 5'UTR-luciferase reporter, luminescence. inhibition, % at 2 µM. actives 0.82% (n = 190,000). AID 1285;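 active = inhibition above a set limit, derived from the sample mean plus 3 SD, cut at about 45% in these data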; note: values of inactives mirror those of a sister screen read the other way
Diaph act CS = activates diaphorase or chemically reduces, flagging diaphorase assay artifacts; activation factor at 20 µM; actives 0.005% (n = 190,000); Diaphorase/resazurin coupled assay, resorufin fluorescence, 16 min; active compounds read high; 1 = vehicle wells, 0 = NADH-free wells; AID 1229;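 active = diaphorase activity raised at least twofold by the compound at 20 µM; inactive = activation factor below 2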
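test system = bacterial diaphorase enzyme (C. kluyveri) | quantity = enzyme 0.07 U/mL final | reagent = NADH substrate 0.114 mM plus resazurin dye 0.1 mM, final | incubation = 16 min enzyme reaction, ambient temperature | buffer or medium = HEPES pH 7.4 buffer with MgCl2 and Tween 20 | signal = fluorescence of resorufin, 544 nm excitation, 590 nm emission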
Hsp70 act = switches on Hsp70 transcription; actives 0.04% (n = 200,000); activation, % at 10 µM; AID 1203; HeLa Hsp70 promoter luciferase reporter, luminescence; scaled: vehicle 0, proteasome-inhibitor control 100%;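 active = activation above the mean across all tested compounds plus 3 SD, cutoff set per campaign, cut at about 5.5% in these data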;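 note: 100% = MG132 at 30 µM as the positive control and 0% = DMSO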
STAT3 act = STAT3 signaling activation. U3A cells, IL-6 STAT3-luciferase reporter, luminescence; 100% = signal with IL-6 EC80 alone. activation (% of control), % at 5.6 µM. actives 0.91% (n = 190,000). AID 871;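 active = activation above the screen-wide mean of compound activation plus 3 SD, cut at about 130% in these data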;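 note: 0% = background luminescence of wells with medium and substrate only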
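system = STAT3-luciferase reporter U3A cells | reagent = IL-6 stimulus at 33 ng/mL final | timing = 1 h compound pre-exposure, 6 h IL-6 stimulation, 37 °C | measured by = luminescence | evaluation = % activation versus median of IL-6-stimulated wells | control set = IL-6-only wells as 100% reference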
STAT1 inh = STAT1 signaling inhibition. NIH 3T3 STAT1-luciferase reporter, IFN-gamma, luminescence. inhibition, % at 5.5 µM. actives 0.35% (n = 200,000). AID 920;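 active = inhibition above a set limit, the mean inhibition across all tested compounds plus 3 SD, cut at about 34% in these data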;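 note: 0% = IFN-gamma with DMSO and 100% = IFN-gamma with 300 µM nifuroxazide; values of inactives mirror those of a sister screen read the other way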
Diaph inh CS = diaphorase inhibition or chemical oxidation counter-screen. diaphorase resazurin-to-resorufin fluorescence, NADH, 16 min; bacterial (C. kluyveri) enzyme, not human. actives 0.69% (n = 190,000). AID 1217. inhibition, % at 20 µM;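 active = primary screen inhibition at 20 µM above a set limit, cut at about 50% in these data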;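 note: plate controls were DMSO with full reaction for no effect and wells lacking NADH for full effect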
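Test system: Clostridium kluyveri diaphorase enzyme / Quantity: diaphorase at 0.14 U/mL in enzyme working solution / Incubation: 16-min room-temperature incubation before reading / Benchmarks: NADH-free wells as positive control, DMSO-only neutral wells / Signal: resorufin fluorescence 544/590 nm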
TLR4-MyD88 BLA = blocks binding of human TLR4 to MyD88 | O00206+Q99836 | HeLa CL3-4 TLR4/MyD88 BLA complementation, FRET ratio | inhibition, % at 8.4 µM | actives 0.18% (n = 200,000) | AID 861; in the data active = inhibition above about 25%;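 note: 0% = vehicle and 100% = reference inhibitor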
Target sequence (O00206 whole entry, looked up): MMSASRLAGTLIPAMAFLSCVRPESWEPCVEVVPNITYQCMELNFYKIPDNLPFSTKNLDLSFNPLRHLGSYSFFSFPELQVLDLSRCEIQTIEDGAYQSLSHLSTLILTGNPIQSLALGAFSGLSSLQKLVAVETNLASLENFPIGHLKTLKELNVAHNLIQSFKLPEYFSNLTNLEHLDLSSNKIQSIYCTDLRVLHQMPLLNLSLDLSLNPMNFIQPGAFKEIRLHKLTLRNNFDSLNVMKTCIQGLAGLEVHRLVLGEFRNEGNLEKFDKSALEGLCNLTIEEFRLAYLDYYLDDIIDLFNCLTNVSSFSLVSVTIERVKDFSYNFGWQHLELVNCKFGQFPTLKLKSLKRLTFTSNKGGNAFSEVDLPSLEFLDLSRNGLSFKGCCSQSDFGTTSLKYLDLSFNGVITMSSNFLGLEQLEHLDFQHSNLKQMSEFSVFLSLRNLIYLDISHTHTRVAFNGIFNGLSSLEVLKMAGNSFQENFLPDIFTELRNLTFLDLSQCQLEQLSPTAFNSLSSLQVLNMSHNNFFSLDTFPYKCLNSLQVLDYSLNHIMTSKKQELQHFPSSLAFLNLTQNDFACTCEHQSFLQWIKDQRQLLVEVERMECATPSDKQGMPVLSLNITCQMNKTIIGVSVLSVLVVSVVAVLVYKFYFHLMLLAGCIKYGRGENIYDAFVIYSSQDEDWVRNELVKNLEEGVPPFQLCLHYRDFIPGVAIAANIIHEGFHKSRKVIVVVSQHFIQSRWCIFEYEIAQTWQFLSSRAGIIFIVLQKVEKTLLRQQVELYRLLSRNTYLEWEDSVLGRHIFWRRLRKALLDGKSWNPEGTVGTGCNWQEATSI
Target sequence (Q99836 whole entry, looked up): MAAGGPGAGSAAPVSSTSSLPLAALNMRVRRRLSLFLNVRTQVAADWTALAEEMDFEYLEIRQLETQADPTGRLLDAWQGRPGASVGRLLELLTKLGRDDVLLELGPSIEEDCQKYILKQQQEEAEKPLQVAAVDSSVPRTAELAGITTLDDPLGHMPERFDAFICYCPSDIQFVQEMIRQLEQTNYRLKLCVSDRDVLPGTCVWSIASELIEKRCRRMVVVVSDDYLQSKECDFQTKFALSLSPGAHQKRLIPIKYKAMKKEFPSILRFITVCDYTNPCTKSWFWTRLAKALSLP
STAT3 inh = inhibitors of IL-6 induced STAT3 signaling. AID 862. U3A cells, IL-6 STAT3-luciferase reporter, luminescence; host cell line lacks STAT1. actives 0.89% (n = 190,000). inhibition, % at 5.5 µM;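 active = inhibition above the mean inhibition across all screened compounds plus 3 SD, cut at about 44% in these data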;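 note: 0% = DMSO only wells and 100% = 100 µM nifuroxazide control wells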
* = called active by the depositor; · = not tested or not shown; & = joins results of further samples.

SMILES	G6PDH CS	STAT1 act	APP transl inh	Diaph act CS	Hsp70 act	STAT3 act	STAT1 inh	Diaph inh CS	TLR4-MyD88 BLA	STAT3 inh
CC(=O)Nc1nc(C)nc(-c2ccccc2)c1C(C)=O	-7	102	0	0.9	-0.3	107	-2	8	0	-4
O=C(CCN1C(=O)C2CC=C(Cl)CC2C1=O)NC1CCCCC1 (centres undefined)	-3	91	-8	1	-0.3	95	10	-2	-6	11
CCOC(=O)/C=C/S(=O)(=O)c1ccc(NC(C)=O)cc1	5	93	74*	0.8	-0.2	92	8	20	11	12
COCCNC(=O)NC(=O)CSc1nc(C)c(C)c(C)n1	-6	100	0	0.9	-0.6	110	1	12	-7	-9
NCC(=O)Nc1ccc(Br)cc1	-5	99	-1	1.1	-0.4	120	-1	-9	8	-16
CCN(CC)S(=O)(=O)c1cc(Cl)ccc1OC	2	98	9	1.1	0.1	98	3	-12	-7	11
C/C(=N\NC(=O)c1ccc(Cl)cc1)c1ccc(N2CCOCC2)cc1	17	94	-5	0.9	-0.3	100	8	8	3	-2
O=c1c2cc(NC(=S)NC3CC3)ccc2nc2n1CCCCC2	-6	96	-10	0.8	-0.1	97	4	16	11	11
CCOC(=O)N/N=C/c1c(F)cccc1F	2	112	15	1	-0.2	101	-13	4	-6	-2
Cc1ccc(C)[n+](CC(=O)N2CCCCC2)c1	3	100	5	1	-0.2	95	-1	-1	-15	10
COCC(=O)Nc1ccc(Br)c(C)c1	8	105	-12	0.9	-0.1	97	-9	7	3	8
COc1cc(NC(=O)COc2ccccc2)c(OC)cc1NC(C)=O	8	108	-2	0.8	-0.1	100	-10	18	24	7
CCNC(=O)NC(=O)CSc1nc2ccccc2n1CCOC	3	95	-16	0.9	-0.4	100	5	5	-7	3
CCCOc1cccc(C(=O)Nc2cccc(NC(=O)c3ccco3)c2)c1	4	94	11	0.9	-0.2	99	7	6	-10	6
O=C(COc1ccc(Cl)cc1Cl)NCC(=O)N/N=C/c1c[nH]c2ccccc12	-4	105	-17	1	-0.3	110	-6	-1	4	-9
COc1cc(S(=O)(=O)NCc2ccc3c(c2)OCO3)ccc1Cl	0	90	0	0.9	-0.2	103	11	11	10	4
O=C1C(=C(O)c2ccccc2)C(=O)c2ccccc21	6	95	-3	1	0.1	113	5	4	-3	-12
CC12CC3CC(C)(C1)CC(C(=O)NC(=S)N1CCOCC1)(C3)C2	9	100	-3	1	-0.1	103	0	0	3	8
Cc1nc(NC(=O)c2cccc(Cl)c2)sc1C(=O)N1CCCCC1	-1	120	-36	·	0.1	109	-21	·	-14	-2
CCC(=O)Nc1nc(N)n(-c2ccccc2)n1	10	89	-5	0.8	-0.5	95	8	17	-1	6
Cc1ccc(NC(=S)NC(=O)c2ccc(F)cc2)cc1S(=O)(=O)Nc1ccccc1Cl	8	93	-16	0.7	-0.1	93	8	25	-10	9
CC(=O)Cc1nsc(NC(=O)C2Cc3ccccc3C(=O)O2)n1 (centres undefined)	5	108	-3	1	0.0	105	-9	-4	-10	3
O=C(CSc1nnnn1C1CCCCC1)N1CCCC1	-3	102	-4	1	0.1	101	-2	1	12	3
CC(C)OP(=O)(c1ccccc1)c1ccccc1	6	96	5	0.9	-0.4	105	4	8	8	-2
Cc1cc(NC(=O)Nc2cccs2)no1	-1	106	-19	0.8	-0.3	89	-6	18	2	18
Next compounds
SMILES	G6PDH CS	STAT1 act	APP transl inh	Diaph act CS	Hsp70 act	STAT3 act	STAT1 inh	Diaph inh CS	TLR4-MyD88 BLA	STAT3 inh
CC(=O)CSc1nc2ccccc2s1	-3	104	-19	0.9	-0.2	118	-4	9	7	-22
COC(=O)CCCCC1SCC2NC(=O)NC21 (centres undefined)	7	96	-20	0.9	0.1	94	2	9	-9	9
CCOC(=O)N1CCN(C(=O)c2oc3ccc(S(=O)(=O)N4CCCCCC4)cc3c2C)CC1	-6	89	10	0.8	-0.4	88	12	15	2	18
O=C(COC(=O)C12CC3CC(CC(O)(C3)C1)C2)NCCc1ccc(Cl)cc1	-1	103	6	1	-0.1	111	-4	3	2	-9
COc1ccc(S(=O)(=O)N2CCCC(C(=O)O)C2)cc1Cl (centres undefined)	9	102	16	1	-0.3	101	-3	1	8	2
O=C(/C=C/NNC(=O)c1cccc(Br)c1)c1cccc(Br)c1	-12	118	·	0.9	-0.5	103	-19	12	6	4
COc1ccc(S(=O)(=O)NCc2ccc(C)cc2)cc1	-1	105	-1	0.9	-0.1	93	-5	12	3	12
O=C(NC1CC2CCCC(C1)N2C(=S)NCCc1ccccc1)C1CC1 (centres undefined)	11	94	-14	0.8	-0.1	97	4	19	8	10
CCSc1nc2c(c(=O)n1-c1ccc(F)cc1)SCC2	-5	101	8	0.9	-0.3	101	-1	8	-18	2
CC1CCN(S(=O)(=O)c2ccc(NC(=O)N3c4ccccc4Sc4ccccc43)cc2)CC1	-13	100	-2	0.7	0.2	104	-1	35	9	2
COCCCNC(=O)c1ccc(-c2csc(C)n2)cc1	1	120	-44	1	0.1	107	-23	2	-5	-7
COc1ccc(C(=O)NCc2nnc(SCC(=O)Nc3cc(C)on3)o2)cc1OC	10	104	3	1.1	-0.2	110	-4	-11	-5	-1
COc1ccc(CC(=O)NNC(=O)c2cccs2)cc1OC	10	101	-20	0.9	-0.3	103	-3	13	-2	0
CNC(=O)CN(c1cc(C)ccc1OC)S(=O)(=O)c1ccc(C)cc1	-9	104	-13	0.9	-0.2	103	-4	11	7	0
O=C1CCc2cc(S(=O)(=O)NC(C(=O)NCc3cccnc3)c3ccccc3)ccc2N1 (centres undefined)	-8	106	-8	0.8	-0.3	96	-7	17	-9	13
Cc1sc2ncn(CC(=O)NCCCC(=O)N3CCN(Cc4ccc5c(c4)OCO5)CC3)c(=O)c2c1C	5	96	-12	0.9	-0.3	90	1	12	6	14
O=C(Nc1ccc(N2C(=O)C3C4C=CC(C4)C3C2=O)cc1Cl)c1cccs1 (centres undefined)	7	117	-6	0.9	0.1	95	-21	14	-9	8
CSc1ncc(CN2CCCC(C(=O)c3ccc(C(C)(C)C)cc3)C2)cn1 (centres undefined)	18	107	-10	·	0.1	122	-8	·	1	-19
CCOC(=O)C(NS(=O)(=O)c1ccc(Br)cc1)C(C)C (centres undefined)	12	96	-16	0.9	-0.2	94	4	13	-9	8
CC(C)(C)OC(=O)N[C@@H](Cc1ccccc1)c1nnc(S(=O)(=O)Cc2cccc(F)c2)o1	9	79	53*	0.7	-0.1	94	22	25	11	10
CCc1ccccc1S(=O)(=O)Cc1ccc(C(=O)NC(C)C)o1	·	102	-5	·	-0.3	94	-3	·	11	12
c1ccc(Cc2nnc3n2CCCCC3)cc1	2	103	-10	0.9	0.0	109	-3	13	-2	-7
CCOC(=O)C(NC(=O)Cc1ccccc1)(Nc1cc(C)on1)C(F)(F)F (centres undefined)	5	95	2	1	0.1	109	6	2	1	-7
COc1ccc(CNS(=O)(=O)c2ccc3oc(C(=O)O)c(C)c3c2)cc1	2	102	4	0.8	-0.5	101	-3	20	21	4
CCOC(=O)CNC(=O)CSc1ncnc2c1nnn2-c1ccc(F)cc1	14	97	5	1	-0.2	96	4	-2	-3	10
Additional records:
SMILES	G6PDH CS	STAT1 act	APP transl inh	Diaph act CS	Hsp70 act	STAT3 act	STAT1 inh	Diaph inh CS	TLR4-MyD88 BLA	STAT3 inh
N#CC(Cc1ccccc1OC(F)F)c1nc2ccccc2[nH]1 (centres undefined)	8	105	7	0.9	-0.1	101	-6	8	-2	0
CC1CC(C)CN(C(=O)CSc2nnc(-c3ccc(F)cc3)o2)C1 (centres undefined)	-8	107	-11	0.9	0.2	91	-8	12	2	19
Cc1ccc2[nH]c(-c3ccccc3)c(CN3CCOCC3)c(=O)c2c1	5	110	8	0.9	0.0	103	-11	5	-11	3
O=c1c2ccccc2cnn1-c1ccc(Br)cc1	4	152*	-124	0.9	0.3	128	-58	7	5	-34
O=C(COC(=O)C1CCCC1)NCc1ccc(Cl)cc1	2	94	2	0.9	0.1	98	6	7	-15	10
O=S(=O)(Nc1nccs1)c1cnc(Cl)c(Br)c1	1	84	0	1	-0.5	90	17	-5	-13	12
COc1ccc(S(=O)(=O)N(C)CC(=O)Nc2ccccc2OC)cc1	4	100	-4	1	-0.1	95	-1	4	0	4
Cc1ccc(Nc2nnc(SCn3nnc4ccccc4c3=O)s2)cc1	4	99	9	0.9	-0.3	96	1	10	2	1
CN(C)CCn1c(=S)[nH]c2ccccc2c1=O	2	99	2	1	-0.3	97	4	-5	1	4
O=c1cc(O)c2sc3nc(C(F)(F)F)c4c(c3c2[nH]1)CCCCC4	0	107	-5	0.8	0.2	101	-8	19	0	3
O=C(O)c1cc(-c2ccco2)nc2ccc(Br)cc12	-4&12	102	20	0.3&0.5	-0.2	105	-3	65*	8	-4
COc1ccc(NC(=O)CCC(=O)c2cccs2)cc1S(=O)(=O)Nc1ccccc1Cl	9	104	2	0.9	-0.3	108	-4	6	-5	-5
COc1ccc(-c2cn3c(C)c(C(=O)N4CCCc5ccccc54)sc3n2)cc1	·	99	-3	·	-0.2	85	1	·	0	24
COC(=O)c1cc2ccsc2n1Cc1nc(-c2cccc(Cl)c2)oc1C	-10	102	-3	0.8	-0.1	103	-2	21	-11	5
CC1CCN(S(=O)(=O)c2ccc(NC(=O)Cn3nnc(-c4ccccc4F)n3)cc2)CC1	5	100	-3	0.9	0.1	98	-1	15	-17	8
CCCCOCC(O)CN1CCN(C(C)=O)CC1 (centres undefined)	4	105	14	0.8	-0.4	101	-6	24	-2	4
CC(C)(C)c1ccccc1OCCOCCSc1ncccn1	3	96	0	1.1	-0.3	103	4	-5	-9	3
CN(C)/C=N/C(=S)Nc1ccc(Br)cc1F	17	130*	-6	0.8	-0.5	104	-35	16	15	-4
COc1cccc(OC)c1C(=O)OCC(=O)NC(=O)NCc1ccccc1	9	106	-4	1	0.2	93	-9	1	9	10
COc1cccc(NC(=O)c2ccc(-c3ccc([N+](=O)[O-])cc3)o2)c1	13	115	-14	·	-0.2	81	-16	·	-11	26

Some of the entries so far, with bars between the fields:
mol | G6PDH CS | STAT1 act | APP transl inh | Diaph act CS | Hsp70 act | STAT3 act | STAT1 inh | Diaph inh CS | TLR4-MyD88 BLA | STAT3 inh
CN(C)/C=N/C(=S)Nc1ccc(Br)cc1F | 17 | 130* | -6 | 0.8 | -0.5 | 104 | -35 | 16 | 15 | -4
COc1cccc(OC)c1C(=O)OCC(=O)NC(=O)NCc1ccccc1 | 9 | 106 | -4 | 1 | 0.2 | 93 | -9 | 1 | 9 | 10
COc1cccc(NC(=O)c2ccc(-c3ccc([N+](=O)[O-])cc3)o2)c1 | 13 | 115 | -14 | · | -0.2 | 81 | -16 | · | -11 | 26

Bioassay records as filed in PubChem BioAssay.
